Bioassay records from PubChem.
GPR7 antag = human neuropeptides B/W receptor 1 antagonism. P48145. GPR7-expressing cells, fluorescence antagonist assay. inhibition, % at 4.4 µM. 290,000 compounds, 1.1% hits; in the data active means inhibition above about 16%, passing the limit was not always enough;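 further: cells stimulated with the agonist NPW; 0% = agonist with vehicle and 100% = vehicle without agonist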
Target sequence (P48145 whole entry, looked up): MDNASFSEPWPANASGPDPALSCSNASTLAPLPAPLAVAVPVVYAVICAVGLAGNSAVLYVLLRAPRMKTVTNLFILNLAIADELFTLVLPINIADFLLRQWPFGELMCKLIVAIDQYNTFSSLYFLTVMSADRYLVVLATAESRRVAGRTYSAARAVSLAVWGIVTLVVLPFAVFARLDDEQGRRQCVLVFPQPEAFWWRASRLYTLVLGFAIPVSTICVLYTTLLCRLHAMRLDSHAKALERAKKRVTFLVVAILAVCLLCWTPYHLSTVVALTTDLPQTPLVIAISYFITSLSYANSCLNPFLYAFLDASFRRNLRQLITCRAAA
HCV NS3 hel inh = inhibitors of Hepatitis C virus NS3 helicase; AID 1800; 290,000 compounds, 0.56% hits; NS3 helicase DNA unwinding, Cy5 molecular beacon fluorescence; inhibition, % at 10.9 µM;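 active means inhibition above the mean of all tested compounds plus 3 SD, set per campaign, cut at about 35% in these data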;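 further: 0% = DMSO wells and 100% = thioflavine S control wells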
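Control set: DMSO versus 110 µM thioflavine S; Material: NS3 helicase fragment of HCV; Measured by: Cy5 fluorescence at 0 and 60 min, beacon hairpin quenching; Read-out basis: percent inhibition from t60/t0 fluorescence ratio; Times: reaction time 60 min, 25 °C; Repeats: single replicate; Compound dosing: single dose, 10.9 µM nominal final, DMSO 0.8% final.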
OXTR agonist = agonists of human oxytocin receptor. CHO-OTR cells, Fluo-8 calcium fluorescence; normalized: DMSO 0%, oxytocin 100%. 320,000 compounds, 0.32% hits. activation, % at 3 µM. P30559;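 active means activation above the mean of all tested compounds plus 3 SD, cutoff set per screening run, cut at about 20% in these data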;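 further: peak over basal fluorescence ratio from a 100 s FLIPR kinetic read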
PHOSPHO1 block = PHOSPHO1 (human) inhibition | recombinant PHOSPHO1, absorbance phosphatase assay | inhibition, % at 13.3 µM | 290,000 compounds, 1.1% hits; in the data active means inhibition above about 60%
IMP-1 inh = blocks Pseudomonas aeruginosa IMP-1 metallo-beta-lactamase; purified IMP-1, nitrocefin hydrolysis, epi-absorbance fluorescence; inhibition, % at 5.6 µM; 290,000 compounds, 0.45% hits;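 active means inhibition above the mean plus 3 SD of all compounds in the same screening run, cut at about 4.5% in these data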;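 further: 0% = IMP-1 with DMSO and 100% = DMSO wells lacking enzyme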
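System: purified IMP-1 / Input: IMP-1 dispensed at 0.2 nM / Medium: 50 mM HEPES pH 7.1, 50 µM ZnSO4, 0.05% Brij 35 / Timing: 15 min enzyme–compound preincubation, then 25 min nitrocefin reaction, 25 °C / Technique: plate fluorescence quenching by hydrolysis product, ex 480/em 530 nm / Repeats: singlicate testing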
V1aR counter = activates human V1a receptor in oxytocin agonist counter-screen | P37288 | CHO-V1R cells, Fluo-8 calcium fluorescence, agonist mode; 0% DMSO, 100% 3 nM vasopressin | activation, % at 3 µM | 320,000 compounds, 0.25% hits | AID 2797;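 active means activation above the mean activation of all tested compounds plus 3 SD, per screening run, cut at about 20% in these data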;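 further: signal is peak over basal fluorescence ratio across a 100 second FLIPR read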
Target sequence (P37288 whole entry, looked up): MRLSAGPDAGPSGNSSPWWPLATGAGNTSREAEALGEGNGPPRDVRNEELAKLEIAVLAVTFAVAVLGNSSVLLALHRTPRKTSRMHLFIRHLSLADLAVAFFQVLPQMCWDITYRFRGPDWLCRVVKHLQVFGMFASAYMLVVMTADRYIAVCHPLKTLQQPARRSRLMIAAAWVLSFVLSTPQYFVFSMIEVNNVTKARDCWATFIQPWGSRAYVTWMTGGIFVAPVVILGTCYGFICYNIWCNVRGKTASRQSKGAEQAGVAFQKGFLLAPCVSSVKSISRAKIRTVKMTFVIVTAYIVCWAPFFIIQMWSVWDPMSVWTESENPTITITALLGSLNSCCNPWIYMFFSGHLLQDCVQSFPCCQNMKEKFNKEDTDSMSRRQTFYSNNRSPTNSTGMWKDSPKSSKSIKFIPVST
VIM-2 inhibitor = inhibitors of Pseudomonas aeruginosa VIM-2 metallo-beta-lactamase | purified VIM-2, nitrocefin hydrolysis, epi-absorbance fluorescence | inhibition, % at 5.6 µM | 290,000 compounds, 0.89% hits | AID 1527;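 active means inhibition above the mean of all tested compounds plus 3 SD, cutoff set per screening run, cut at about 7.5% in these data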;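 further: red hydrolysis product quenches plate fluorescence so inhibitors raise well fluorescence; 0% = enzyme with DMSO and 100% = DMSO without enzyme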
DNA FID counter = displaces DNA intercalator in HCV helicase counter-screen. DNA fluorescent intercalator displacement, fluorescence. inhibition, % at 7.9 µM. 290,000 compounds, 0.17% hits; in the data active means inhibition above about 37%;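 further: 0% = vehicle and 100% = reference compound; higher means more ethidium bromide displaced from hairpin DNA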
GalR3 antagonist = human GalR3 antagonism; HEK293 GalR3-CNG cAMP membrane potential fluorescence; galR3 body fused to GalR1 C-terminus; 360,000 compounds, 0.44% hits; inhibition, % at 3 µM; O60755;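 active means inhibition above the screen-wide average plus 3 SD, cut at about 13% in these data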;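 further: forskolin and galanin both at EC90 stimulate the cells; cAMP rise reported by CNG channel membrane potential dye signal; 0% = forskolin plus galanin with DMSO and 100% = forskolin alone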
Target sequence (O60755 1-299 limits assumed): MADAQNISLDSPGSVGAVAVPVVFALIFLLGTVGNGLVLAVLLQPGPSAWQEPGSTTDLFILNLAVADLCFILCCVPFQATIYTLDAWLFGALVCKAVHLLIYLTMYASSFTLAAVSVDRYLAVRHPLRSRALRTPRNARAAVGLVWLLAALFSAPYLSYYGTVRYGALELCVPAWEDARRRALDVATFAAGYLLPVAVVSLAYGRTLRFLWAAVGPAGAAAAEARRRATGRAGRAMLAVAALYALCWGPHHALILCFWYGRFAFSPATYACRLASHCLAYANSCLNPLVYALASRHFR
* = called active by the depositor; · = no result given. The order is random, and some 4.3% of all compounds hit somewhere here.

Below each compound: OXTR agonist, VIM-2 inhibitor, IMP-1 inh, HCV NS3 hel inh, GPR7 antag, V1aR counter, PHOSPHO1 block, DNA FID counter, GalR3 antagonist
- COc1ccc(S(=O)(=O)N2CCCCCC2)cc1
    -1.5, -1.4, -2.6, -1, -2, 0.3, 14, -4, 4
- COc1ccc(-c2cc(C(=O)c3c(N)n(C)c(=O)n(C)c3=O)c3ccccc3n2)cc1
    -0.3, -3.0, -5.9, 6, -5, -0.7, -5, -7, -4
- O=C(COC(=O)c1ccccc1OCc1ccccc1Cl)NC1CC1
    -2.5, -0.5, -1.8, 5, 3, -0.4, 3, -6, -6
- CCCCC(=O)NC(c1ccc(N(CC)CC)cc1)c1ccc2cccnc2c1O (stereo not given)
    -0.8, -5.2, -5.5, 0, -14, -0.5, 22, -20, -6
- O=C(NCCNC(=O)c1ccccn1)c1ccc(-c2ccccc2)cc1
    0.7, -2.3, -0.8, 1, -10, 2.4, 47, -18, -12
- CN(CC(=O)NCC1CCCO1)S(=O)(=O)c1ccc(Br)cc1 (stereo not given)
    -0.4, 0.2, -2.0, 2, -11, 0.7, 43, -15, 1
- Cc1[nH]nc2c1C(c1ccsc1)C1=C(CC(C)(C)CC1=O)N2 (stereo not given)
    -0.5, -1.6, -3.8, -6, -12, 0.5, 20, -3, -4
- COc1cccc(C(=O)Nc2ccccc2NC(=O)c2cccc(OC)c2)c1
    -2.3, -0.9, -1.2, -14, -14, -0.2, 14, -24, -6
- Cc1cc(C)n(-c2ccc(C(=O)N3CC(C)OC(C)C3)cc2)n1 (stereo not given)
    1.5, -2.9, -0.6, 8, -8, -0.3, -7, -12, -10
- CC[C@@H](Nc1ncnc2c1oc1ccccc12)C(=O)O
    1.4, -0.8, 0.3, 8, -11, 2.5, 23, -1, -6
- O=C(NCCN1CCOCC1)c1ccc2ccccc2c1
    0.8, -4.8, -3.1, -4, -11, -0.4, 10, -2, -4
- COc1cccc(/C=C2\SC(=S)N(CCC(=O)N3CCCCC3CCO)C2=O)c1 (stereo not given)
    -0.2, 1.6, 1.7, -10, -1, 6.8, 22, -42, -8
- COc1cc(/C=N/NC(=O)c2ccc(CN3c4cccc5cccc(c45)S3(=O)=O)cc2)cc(OC)c1O
    ·, -4.3, -3.5, -6, -5, ·, 30, -13, -3
- COc1ccccc1N(CC(=O)NCc1ccc2c(c1)OCO2)C(=O)CCC(=O)Nc1nccs1
    1.2, 0.1, -1.6, -8, 3, -0.5, 28, -35, -8
- O=S(=O)(c1ccc2ccccc2c1)N(CC(O)CN1CCOCC1)c1ccccc1 (stereo not given)
    0.9, -4.9, -4.2, -19, -10, -0.1, -14, -3, 4
- COc1ccc(NC(C)C(=O)N/N=C/c2ccccc2OCc2ccc(Br)cc2)cc1 (stereo not given)
    -2.0, -3.2, -1.1, 0, 4, 1.7, 3, 3, -5
- CCN(CC)Cc1c(C(=O)N/N=C/c2ccncc2)nnn1-c1nonc1N
    0.8, -2.4, -2.9, -4, -9, 0.3, 32, -10, -11
- O=c1cnnc(Nc2ccc(F)cc2)[nH]1
    0.0, -2.1, -2.5, 10, -18, 0.3, 20, -4, 1
- O=[N+]([O-])c1ccc(F)cc1Oc1nc(-c2cccnc2)nc2ccccc12
    -1.5, -0.3, -0.6, 1, -14, -1.5, -15, -5, -2
- O=C(CN1C(=O)c2cccnc2C1=O)c1ccccc1
    1.1, -1.4, -5.2, 8, -17, 1.2, 17, -3, -5
- Cc1ccc(-c2[nH]nc3c2C(c2ccc(OC(=O)N4CCOCC4)cc2)C(C#N)=C(N)O3)cc1 (stereo not given)
    -0.4, 1.6, -4.5, 0, -4, 0.1, 10, -26, ·
- CC(C)Cc1cc(CN2CCC(CO)(Cc3cccc(C(F)(F)F)c3)CC2)[nH]n1
    8.0, -1.6, -3.3, -53, 2, 7.9, -13, 17, -5
- O=C(Nc1ccc2c(c1)CCC2)C1COc2ccccc2O1 (stereo not given)
    -1.7, -0.3, -1.4, 2, -7, -1.2, 21, -14, -6
- CCC(C)NC(=O)c1c(-c2cc(Cl)c(OC)c(Cl)c2)noc1C (stereo not given)
    -2.3, -4.1, -1.2, -15, -9, -1.7, 28, -4, 0
- Cc1ccc(C(C)NC(=O)C2CCCC2)cc1C (stereo not given)
    -1.6, -1.6, -3.7, 5, -2, 0.0, ·, -7, -7
- COc1ccccc1NC(=O)CSc1nnc(COc2ccccc2C)o1
    1.3, 1.0, -0.2, -17, -9, 2.1, 23, -25, -8
- O=C(Nc1ccn(Cc2ccccc2)n1)c1ccc(F)cc1
    -1.0, -2.5, -0.7, 3, -6, 0.1, -146, -5, -4
- CC1CN(C(=O)COC(=O)c2cc(=O)c3ccccc3o2)CC(C)O1 (stereo not given)
    0.6, -2.7, -4.2, -1, -11, 1.4, 22, -7, -9
- Cc1ccc(S(=O)(=O)N2CCCC2C(=O)O)s1 (stereo not given)
    -0.1, -2.2, -2.5, 0, -6, -0.2, 33, 0, -4
- CCOc1ccc(CCN2C(=O)C3C4C=CC(C4)C3C2=O)cc1OCC (stereo not given)
    -0.8, -3.9, -4.0, 7, -10, -0.6, 22, -20, -1
- Cc1ccc(CNS(=O)(=O)c2ccc(F)c(F)c2)n1C
    0.9, -1.4, -0.7, 17, -12, 0.4, 19, -3, -8
- Cc1c(Br)c([N+](=O)[O-])nn1C(C)C(=O)NCc1ccco1 (stereo not given)
    0.8, 0.3, -4.0, 2, 1, 0.9, 6, 2, -6
- COc1cccc(NC(=O)c2cc(-c3cccnc3)nc3c(Cl)cccc23)c1
    0.6, -0.1, -1.1, 6, -11, 0.1, 5, 0, -8
- COc1ccccc1NC(=O)Cn1nnc2sc3c(c2c1=O)CC(C)(C)OC3
    -0.7, -2.3, -1.3, -1, -8, 0.6, 42, -9, -4
- Cc1cc(C(=O)CN2C(=O)C(=O)N(C)C2=O)c(C)n1-c1cccc(S(=O)(=O)N2CCOCC2)c1
    3.9, -3.4, -4.1, -8, -12, 6.4, -7, -20, -9
- Cc1ccc2nc(SCC(=O)Nc3cccc(S(N)(=O)=O)c3)[nH]c2c1
    -0.5, 3.5, -1.1, -1, 1, 0.7, -25, -4, -2
- COc1ccc(CCNC(=O)CSc2nnnn2-c2ccc(OC)c(OC)c2)cc1OC
    -0.8, -0.5, -3.0, 2, -9, 0.6, -14, -22, -1
- CN(CC(O)COC(c1ccccc1)c1ccccc1)C1CCCCC1 (stereo not given)
    0.9, -3.0, -4.4, -13, 15, 0.7, 32, 13, -10
- CN(C(=O)COc1cc(=O)n(C)c2ccccc12)c1ccc(Br)cc1
    -1.1, -0.2, 3.9, 2, -6, -0.3, -22, -12, 5
- CC(C)(C)C1CCc2onc(C(=O)O)c2C1 (stereo not given)
    0.0, -2.3, -2.1, 7, -4, 1.2, 39, 0, -4
- CC(C)C(=O)Nc1cccc(NC(=O)c2cccc([N+](=O)[O-])c2)c1
    0.3, -4.5, -3.9, 0, 1, 0.5, 55, 4, 0
- Cc1cc(=O)oc2cc(OCC(O)Cn3ccnc3)ccc12 (stereo not given)
    1.2, 10*, -1.6, -7, -11, 0.4, 14, -2, -10
- O=C(NCc1ccccc1)C(c1ccccc1)N(C(=O)c1csnn1)c1ccc(F)cc1 (stereo not given)
    1.2, 0.6, -1.4, -7, -8, 2.5, 30, -36, -5
- CC(C)CCOc1ccc(C(=O)CCNC(C)C(=O)O)cc1 (stereo not given)
    ·, -2.5, -3.7, 4, -9, ·, 45, -2, ·
- CN1C(=O)C(O)(C2CCCCCC2=O)c2ccccc21 (stereo not given)
    0.4, -2.2, -2.2, -6, 7, 1.5, ·, -7, -3
- COc1ccc(/C=C/C(=O)Nc2ccc(C34CC5CC(CC(O)(C5)C3)C4)cc2)cc1OC
    3.4, -2.0, -2.4, -1, -16, 3.2, -4, -24, -2
- CCOc1ccc(C(C)=O)cc1Cn1nc(C(=O)O)c2ccccc2c1=O
    -1.1, 9.8*, -2.9, -6, -12, 0.7, 5, -24, 5
- CCN1CCN(CCC(=O)Nc2cc(OC)cc(OC)c2)CC1
    0.6, -1.1, -3.0, -2, -17, -0.3, 25, 4, -8
- CCN(CC)C(=S)Nc1c(C)n(C)n(-c2ccccc2)c1=O
    0.4, -2.5, -2.8, 25, -21, 1.6, 30, -3, -6
- O=C(Cn1c(C(F)(F)F)nc2ccccc21)N1CCCC1
    1.3, -4.2, -1.7, 3, -13, -0.6, 1, 0, -3
- Cc1ccc(C)c(N2CCN(c3nnnn3-c3ccccc3)CC2)c1
    -1.6, -5.3, -3.4, 13, -5, -0.5, -11, -21, -4
- CC(NS(=O)(=O)c1cccc(Cl)c1)C(=O)Nc1ccc(-c2nc3ccccc3s2)cc1 (stereo not given)
    3.0, -3.0, -3.9, -2, -7, 5.8, 26, -4, -5
- CCCn1cc(C(=O)OCC)c(=O)c2cc(F)c(F)cc21
    -1.4, -2.8, -2.7, 10, -10, 1.2, 41, -11, -6
- CC(=O)c1ccccc1NCC(=O)Nc1ccc(C)cc1
    -0.2, -2.3, -1.6, 7, 2, -0.1, 13, -10, -5
- O=C(COC(=O)c1ccccc1[N+](=O)[O-])Nc1cc(S(=O)(=O)N2CCOCC2)ccc1N1CCCC1
    -0.7, -3.6, -4.1, -5, -4, -0.5, 36, -24, 3
- Cc1cc(SCC(=O)NN=C2CCN(C(C)C)CC2)c(C)cc1Br
    -0.9, -0.3, -1.9, -10, -2, 0.7, 6, -4, -1
- COc1cc(C2CC(=O)NC3=C2C(=O)CC(C)(C)C3)cc(OC)c1O (stereo not given)
    0.5, 0.1, -4.5, 2, -20, -0.7, 41, 0, 4
- Cc1cc(Cl)ccc1C(=O)C1CCCN(C(=O)c2nonc2C)C1 (stereo not given)
    -2.9, 0.3, -2.4, -7, 14, 3.3, 12, -43, -10
- CC(=O)N1N=C(c2ccccc2)OC1c1ccc([N+](=O)[O-])s1 (stereo not given)
    0.5, -1.8, -4.4, 1, -14, -0.1, -5, 7, ·
- COc1cc(SC)ccc1C(=O)Nc1ccccc1C#N
    -1.7, -1.5, -3.9, 1, -4, -1.3, -2, -2, -4
- Cn1c(CCNS(=O)(=O)c2ccc(F)cc2)nnc1SCc1cccnc1
    -0.2, -3.3, -6.8, 4, 4, 0.7, 6, -18, -8
- C/C(CC(=O)NC1CCCC1)=N\NC(=O)Cc1cccs1
    -0.8, 0.6, -0.5, -3, 5, 0.1, 50, -1, 0
- Cn1c(=O)n(Cc2ccc(F)cc2)c(=O)c2c1nc1n2CCN1Cc1ccco1
    -0.1, -1.8, -2.7, -4, -14, 1.9, -15, -18, -1

A different layout for some results above:
Molecule	OXTR agonist	VIM-2 inhibitor	IMP-1 inh	HCV NS3 hel inh	GPR7 antag	V1aR counter	PHOSPHO1 block	DNA FID counter	GalR3 antagonist
Cc1cc(=O)oc2cc(OCC(O)Cn3ccnc3)ccc12 (stereo not given)	1.2	10*	-1.6	-7	-11	0.4	14	-2	-10
O=C(Cn1c(C(F)(F)F)nc2ccccc21)N1CCCC1	1.3	-4.2	-1.7	3	-13	-0.6	1	0	-3
